ERa SRC1 inh – ER-alpha (human) coactivator binding inhibition; P03372; TR-FRET ER-alpha LBD / SRC-1 peptide, estradiol-bound; inhibition, % at 25.6 µM; actives 1.7% (n = 86,000); in the data active = inhibition above about 50%;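 also: 0% = receptor plus peptide control and 100% = peptide only without receptor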
Target sequence (P03372 whole entry, looked up, the tested form may be a part): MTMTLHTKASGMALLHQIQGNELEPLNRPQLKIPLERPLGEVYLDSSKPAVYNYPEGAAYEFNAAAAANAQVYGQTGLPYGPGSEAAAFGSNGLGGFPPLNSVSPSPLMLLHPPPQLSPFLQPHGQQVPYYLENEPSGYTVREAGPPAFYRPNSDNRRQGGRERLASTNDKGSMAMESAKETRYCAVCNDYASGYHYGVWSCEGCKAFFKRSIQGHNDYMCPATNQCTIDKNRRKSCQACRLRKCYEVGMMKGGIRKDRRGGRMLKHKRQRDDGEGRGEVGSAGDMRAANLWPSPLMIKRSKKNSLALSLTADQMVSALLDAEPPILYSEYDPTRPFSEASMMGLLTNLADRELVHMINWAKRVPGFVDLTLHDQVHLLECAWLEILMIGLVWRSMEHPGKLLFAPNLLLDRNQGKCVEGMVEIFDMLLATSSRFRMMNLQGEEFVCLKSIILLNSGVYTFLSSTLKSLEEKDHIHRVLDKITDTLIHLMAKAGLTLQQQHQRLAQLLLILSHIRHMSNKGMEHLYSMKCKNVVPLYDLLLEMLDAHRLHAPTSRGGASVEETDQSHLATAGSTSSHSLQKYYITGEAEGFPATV
CYP2C19 activ – cytochrome P450 2C19 (human) activation; P33261; recombinant CYP2C19, luciferin-H EGE luminescence; stronger effect = higher value; 0 = fully inhibited enzyme, 1 = untreated enzyme; activation factor at 5 µM; 96,000 tested, under 10 active;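 active = activation factor of at least 2 at 5 µM in the primary screen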;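 also: 0 = wells with 2.5 mM tranylcypromine and 1 = vehicle-only wells; values of inactives mirror those of a sister screen read the other way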
Target sequence (P33261 whole entry, looked up): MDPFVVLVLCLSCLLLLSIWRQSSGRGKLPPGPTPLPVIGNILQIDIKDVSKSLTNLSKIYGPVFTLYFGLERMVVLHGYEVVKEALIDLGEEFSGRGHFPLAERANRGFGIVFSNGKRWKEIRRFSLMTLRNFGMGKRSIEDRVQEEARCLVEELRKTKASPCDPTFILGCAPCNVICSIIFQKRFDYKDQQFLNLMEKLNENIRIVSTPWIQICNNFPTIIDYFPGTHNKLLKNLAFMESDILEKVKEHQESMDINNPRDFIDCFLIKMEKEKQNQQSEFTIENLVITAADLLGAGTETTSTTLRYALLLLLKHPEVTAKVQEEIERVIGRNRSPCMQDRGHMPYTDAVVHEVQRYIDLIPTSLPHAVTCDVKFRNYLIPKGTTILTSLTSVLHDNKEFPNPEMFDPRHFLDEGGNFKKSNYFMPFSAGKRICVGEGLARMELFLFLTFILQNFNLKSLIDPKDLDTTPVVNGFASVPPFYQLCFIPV
ERa SRC1 pot – enhances coactivator binding to human estrogen receptor alpha; TR-FRET ERalpha-LBD/SRC-Cy5 coactivator binding, 2 h; 100 = basal binding, no effect; coactivator binding (% of control), % at 25.6 µM; actives 1.3% (n = 86,000); AID 639; in the data active = activity above about 200%;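 also: binding measured in presence of low estradiol as agonist stimulus; 0% = peptide alone without receptor and 100% = receptor with peptide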
Fibroblast inh – blocks proliferation of human lung fibroblasts; LL 47 human lung fibroblast viability, ATP luminescence; stronger effect = lower value; viability, % at 10 µM; actives 1.1% (n = 85,000); AID 719;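 active = viability at or below 50% in the single dose screen; inactive = viability above 50%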;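 also: compound exposure lasted 72 h before the ATP readout; 100% = median luminescence of untreated cell-only wells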
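Test system: LL 47 human lung fibroblasts / Quantity: 1,150 cells in each well / Medium: IMEM growth medium with 15% fetal bovine serum / Incubation: 72 h compound exposure at 37 °C after overnight plating / Detection: CellTiter-Glo luminescence measuring cellular ATP / Read-out: % viability versus median cells-only luminescence / Benchmarks: cell-only wells, no compound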
HUVEC inhibit – inhibitors of human endothelial cell proliferation; actives 1.1% (n = 86,000); viability, % at 10 µM (by protocol); HUVEC proliferation, CellTiter-Glo luminescence, 72 h; stronger effect = lower value;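 active = viability at or below 30%; inactive = viability above 30%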;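 also: 100% = median luminescence of DMSO-only cell control wells on each plate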
CYP2C19 inh – inhibitors of human CYP2C19; actives 21% (n = 96,000); CYP2C19 Supersomes, luciferin-H EGE luminescence, 30 min; P33261; inhibition, % at 5 µM; AID 778;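 active = CYP2C19 inhibition above a set limit at 5 µM in the primary screen, cut at about 50% in these data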;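 also: plate controls were negative control wells for no effect and 2.5 mM tranylcypromine positive control for full effect; values of inactives mirror those of a sister screen read the other way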
H69AR growth 86K – blocks growth of human H69AR lung tumor cells; H69AR lung tumor viability, ATP luminescence, 72 h; stronger effect = lower value; viability, % at 10 µM; actives 6% (n = 85,000); AID 598;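 active = viability at or below 40%; inactive = viability above 40%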;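 also: multidrug resistant small cell line overexpressing MRP-1 efflux transporter; 100% = mean luminescence of untreated control wells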
Mac1 fbg inh – blocks human CD11b/CD18 adhesion to fibrinogen; actives 0.54% (n = 93,000); P05107+P11215; K562 CD11b/CD18 adhesion to fibrinogen, ATPlite luminescence; Mn2+ added to activate the integrin; inhibition, % at 10 µM;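 active = primary inhibition of 50% or more at 10 µM, then 40% or more on retest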; also: some results filed as inactive read as strong as hits
CD11b adhes enh – increases human CD11b/CD18 adhesion to fibrinogen. AID 1499. K562 CD11b/CD18 adhesion to fibrinogen, ATPlite luminescence. P05107+P11215. actives 0.07% (n = 93,000). activation, % at 10 µM;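 active = 10 µM primary screen giving 50% or more activity, confirmed by 40% or more on retest at that dose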; also: strong numbers were not always called active; reference of the scale not given here
* = called active by the depositor; · = no result given; [ ] = remark or other dose.

SMILES	ERa SRC1 inh	CYP2C19 activ	ERa SRC1 pot	Fibroblast inh	HUVEC inhibit	CYP2C19 inh	H69AR growth 86K	Mac1 fbg inh	CD11b adhes enh
CCN(CC)C(=O)CSC1=C(C#N)C(c2cccs2)C=C(C)N1 (stereo not drawn)	-5	0.4	81	96	91	60*	67	-7	-2
COc1ccc(CCNC(=O)C2CCN(Cc3nc(-c4ccccc4F)oc3C)CC2)cc1OC	-2	1.1	99	104	102	-9	90	-2	-3
O=C(NCc1cccs1)C1CCN(S(=O)(=O)N2CCCC2)CC1	-2	1	100	104	116	-3	96	-15	-1
Cc1cc(Cl)ccc1OCCCC(=O)N1CCOCC1	·	0	·	·	·	98*	·	-11	-1
COc1cccc(C2C(C(C)=O)=C(O)C(=O)N2Cc2ccco2)c1 (stereo not drawn)	58*[fluorescence artefact?]	0.9	153	102	110	9	116	·	·
CCOC(=O)NC(=O)CSc1nnnn1-c1ccccc1	-7	0.5	123	99	104	46	93	-4	0
C=CCNC(=O)c1snnc1-c1ccccc1	5	0.6	103	104	100	40	88	2	2
c1ccc(-c2cnc(CSc3nnc4ccccn34)o2)cc1	4	0.3	87	105	98	70*	93	0	-4
CC1(C)N=C(SCC(=O)Nc2ccc(Cl)cc2Cl)C(c2ccccc2)=N1	0	0.5	87	94	102	55*	91	14	0
Cc1c(C(=O)Nc2ccc(Cl)cn2)oc2ccccc12	-12	·	119	75	64	·	59	·	·
O=C(Nc1ccc2ccccc2c1)Nc1ccc2snnc2c1	-2	0.9	145[fluorescence artefact?]	88	54	5	7.3*	-10	-2
O=C(NC1CCCC1)c1cccc(S(=O)(=O)N2CCCCC2)c1	-1	0.9	104	91	74	8	81	-5	0
Cc1ccc(-c2nc(C(=O)NC3CCCCCC3)no2)cc1	-5	·	103	108	110	·	88	·	·
O=C(CSc1ncnc2c1oc1ccccc12)Nc1ccccc1F	47[fluorescence artefact?]	1.1	406*[fluorescence artefact?]	108	102	-13	97	1	-1
N#Cc1cc(-c2ccccc2)nnc1Sc1ccc(Cl)cc1	-5	1.1	106	83	86	-9	58	5	-4
O=C(O)c1cc2nc(-c3ccccc3)cc(C(F)(F)F)n2n1	29	1.2	73	110	88	-19	70	1	-1
COc1cccc(C(=O)N2CCN(CCCc3ccccc3)CC2)c1OC	3	0.9	107	109	102	8	82	-14	-1
CC(C)(C)C(=O)c1sc2nc(-c3cccs3)cc(C(F)(F)F)c2c1N	·	1.1	·	·	·	-10	·	24	1
Cc1nc(Nc2ccc3c(c2)OCCO3)c2oc3ccccc3c2n1	2	0.1	98	96	65	85*	80	-12	5
CCOC(=O)COC(=O)c1ccc(O)cc1	-4	0.9	114	108	92	7	102	-15	-6
CCC(c1nnnn1C(C)(C)C)N1CCN(C2CCCC2)CC1 (stereo not drawn)	-2	0.9	122	102	102	8	97	-6	-1
COCc1cc(C)nc2sc(C(=O)N3CCCCC3)c(N)c12	-7	0.9	110	104	99	12	95	-41	8
COc1ccc(CN(Cc2cc3cc(OC)c(OC)cc3[nH]c2=O)C(=O)NC2CCCCC2)cc1	·	1	·	·	·	2	·	-1	-2
Cc1cccc(NC(=S)N2N=CCC2c2ccccc2)c1 (stereo not drawn)	0	0.7	107	88	102	30	91	2	3
Cc1ccccc1CN1CCN(C/C=C/c2ccccc2)CC1	-3	0.9	91	103	100	6	94	-54	-1
Cc1ccc(CN2CCN(Cc3ccccc3C(F)(F)F)CC2)cc1	·	0.4	·	·	·	64*	·	1	-3
Cc1cccc(-c2nnc(-c3ccccc3)o2)c1	4[fluorescence artefact?]	0.8	102	95	90	22	87	3	-3
CCCOC(=O)C1=C(C)OC23OC(N)=C(C#N)C12C(=O)c1ccccc13 (stereo not drawn)	-11	·	104	96	101	·	91	·	·
Cc1c(Cl)cccc1Nc1nc(N)nc(CSCCO)n1	-1[fluorescence artefact?]	·	106	102	89	·	4.3*	·	·
Cn1nc([N+](=O)[O-])nc1N1CCN(c2ccc(F)cc2)CC1	-6	1	110	110	109	2	101	-6	2
O=c1nc(-c2ccccc2)c2ccccc2[nH]1	6	0.9	81	94	89	6	103	-22	0
CCN(CC)S(=O)(=O)c1cc(F)ccc1OC	-3	·	109	100	92	·	93	·	·
Cc1ccc(NC(=O)CSc2nc3ccccc3c3nc4ccccc4n23)cc1	·	1.1	·	·	·	-8	·	16	0
CCOc1ccc(Nc2nc(NCCN3CCOCC3)nc(OC)n2)cc1	0	1	97	107	105	0	89	-4	-3
O=C1N2CCSC2=NC1(NS(=O)(=O)c1ccccc1)C(F)(F)F (stereo not drawn)	-5	1	110	101	91	0	88	-12	2
COc1cc(C(=O)N2CCCC(c3nc(-c4cccs4)no3)C2)cc(OC)c1OC (stereo not drawn)	24	0.4	105	102	106	56*	66	-19	3
COc1ccc(OCCSc2nc(N)cc(N)n2)cc1	1[fluorescence artefact?]	0.8	111	104	99	19	96	4	-10
CCn1c(SCC(=O)NC(C)c2ccccc2)nc2ccccc21 (stereo not drawn)	·	0.5	·	·	·	54*	·	8	-2
CCOC(=O)C(Cc1ccccc1)NC(=O)CCc1c(C)nc2nc(C)nn2c1C (stereo not drawn)	-7	1	99	104	115	-1	106	-1	-2
Cc1ccc(CN2CC34C=CC(O3)C(C(=O)NCc3ccco3)C4C2=O)cc1 (stereo not drawn)	·	0.9	·	·	·	14	·	-10	-6
C/C(=N\NC(=O)CC1N=C(Cc2ccccc2)NNC1=O)c1ccc(C)cc1 (stereo not drawn)	-2	0.9	98	87	78	8	75	·	·
CC1CN(S(=O)(=O)c2ccc(Cl)c(S(=O)(=O)N3CC(C)OC(C)C3)c2)CC(C)O1 (stereo not drawn)	-2	0.9	122	85	100	8	82	6	-1
Cc1noc(C)c1CSc1nnc2c(C)cc3ccccc3n12	1	·	97	102	104	·	82	·	·
Cn1ccnc1SCc1cn2ccccc2n1	-4	0.5	123	97	89	48	99	-15	1
COc1ccnc(Oc2ccccc2)c1C#N	·	1.1	·	·	·	-6	·	-8	1
O=C(C(Cc1ccccc1)n1cccc1)N1CCCCCC1 (stereo not drawn)	-8	0.3	117	101	98	69*	108	0	-4
CCCn1c(CNS(=O)(=O)c2ccc(C)cc2)nc2ccccc21	4	0.6	124	93	94	36	97	-11	-2
CCCCC(=O)Nc1nc(C)c(C(C)=O)s1	-6	0.6	62	104	112	42	89	0	3
O=C(CCNc1n[nH]c(=O)[nH]c1=O)N1CCOCC1	1[fluorescence artefact?]	1.1	99	92	97	-13	85	1	1
COc1ccccc1C(=O)NCC(c1cccnc1)N(C)C (stereo not drawn)	12[fluorescence artefact?]	0.7	105	92	99	35	92	21	3
Following part:
SMILES	ERa SRC1 inh	CYP2C19 activ	ERa SRC1 pot	Fibroblast inh	HUVEC inhibit	CYP2C19 inh	H69AR growth 86K	Mac1 fbg inh	CD11b adhes enh
Cc1ccc(-c2nnn(CC(=O)N(CC(=O)NCC3CCCO3)c3ccc(F)c(Cl)c3)n2)o1 (stereo not drawn)	-2	0.8	130	98	90	19	86	-5	-1
Cc1ccc(-n2c(Cc3cccs3)nnc2SCC(=O)Nc2ccc(S(N)(=O)=O)cc2)cc1	8	0.4	114	96	99	63*	61	-9	-2
O=C(Nc1nncs1)c1ccc(Br)c(S(=O)(=O)N2CCCC2)c1	-5	1.1	112	98	90	-14	94	12	-1
COc1ccc2cc(C#N)c(NC(C)C)nc2c1	0	0.9	104	90	88	14	90	·	·
CCn1c(SCC(=O)Nc2nc3ccccc3s2)nnc1-c1ccc(OC)cc1	-1	1	93[fluorescence artefact?]	87	98	-5	86	7	2
O=C(CCN1C(=O)c2ccncc2C1=O)Nc1ccc(F)cc1	0	1	105	86	86	2	85	-1	-6
CCCC12CN3CC(CCC)(CN(C1)C3C(O)C(O)C(O)CO)C2=O (stereo not drawn)	·	1	·	·	·	3	·	3	0
C=CCOC(=O)C1=C(C)Nc2nnnn2C1c1ccc(OC)cc1OC (stereo not drawn)	5	0.8	103	103	103	20	99	-30	2
O=C(COC(=O)c1cccc(S(=O)(=O)N2CCN(c3ccccc3)CC2)c1)NCc1ccco1	49	0.2	65[fluorescence artefact?]	101	89	78*	81	-10	4
CCOC(=O)N1CCN(S(=O)(=O)c2ccc(OCC)c3ccccc23)CC1	-3	0.7	103	97	88	30	69	6	-1

Grouped by structure: those above with a thiophene ring, fused or not.
SMILES	ERa SRC1 inh	CYP2C19 activ	ERa SRC1 pot	Fibroblast inh	HUVEC inhibit	CYP2C19 inh	H69AR growth 86K	Mac1 fbg inh	CD11b adhes enh
CCN(CC)C(=O)CSC1=C(C#N)C(c2cccs2)C=C(C)N1 (stereo not drawn)	-5	0.4	81	96	91	60*	67	-7	-2
O=C(NCc1cccs1)C1CCN(S(=O)(=O)N2CCCC2)CC1	-2	1	100	104	116	-3	96	-15	-1
CC(C)(C)C(=O)c1sc2nc(-c3cccs3)cc(C(F)(F)F)c2c1N	·	1.1	·	·	·	-10	·	24	1
COCc1cc(C)nc2sc(C(=O)N3CCCCC3)c(N)c12	-7	0.9	110	104	99	12	95	-41	8
COc1cc(C(=O)N2CCCC(c3nc(-c4cccs4)no3)C2)cc(OC)c1OC (stereo not drawn)	24	0.4	105	102	106	56*	66	-19	3
Cc1ccc(-n2c(Cc3cccs3)nnc2SCC(=O)Nc2ccc(S(N)(=O)=O)cc2)cc1	8	0.4	114	96	99	63*	61	-9	-2

Following part.
SMILES	ERa SRC1 inh	CYP2C19 activ	ERa SRC1 pot	Fibroblast inh	HUVEC inhibit	CYP2C19 inh	H69AR growth 86K	Mac1 fbg inh	CD11b adhes enh
COc1ccc(-c2nc(Cn3c(SCc4ccc(C)cc4)nc4ccncc43)c(C)o2)cc1OC	42[fluorescence artefact?]	0.5	217*	93	73	53*	19*	33	4
O=C1CCCCCN1Sc1ccccc1	-1[fluorescence artefact?]	0.8	120	79	69	20	3.0*	21	-2
O=C(NC1CCCCC1)N1CCc2ccccc21	0	0.8	100	106	102	24	73	-3	3
Cc1ccnc2nc(C(=O)Nc3cc(Cl)ccc3N3CCOCC3)nn12	·	0.8	·	·	·	22	·	0	4
O=C(CCCOc1ccc(Cl)cc1Cl)N1CCc2ccccc2C1	-1	·	86	92	78	·	84	·	·
CCOc1ccc(C(=O)N(CN2CCCC2=O)c2ccccc2)cc1	-13	1.1	112	108	109	-14	98	·	·
Clc1ccccc1OCc1nnc(-c2ccccc2Br)o1	13[fluorescence artefact?]	0.8	107[fluorescence artefact?]	102	98	18	89	6	-1
CCCN(Cc1cc2cc(C)ccc2[nH]c1=O)S(C)(=O)=O	-4	0.1	101	91	100	88*	95	-16	1
O=C1CCCCCN1CP(=O)(O)CN1CCOCC1	-5	1	109	103	93	2	93	-25	1
Oc1c(-c2cc(-c3ccco3)[nH]n2)ccc2ccccc12	-2[fluorescence artefact?]	0.6	92	98	87	35	61	-11	48
CCn1c(=O)c2c3c(sc2n2cnnc12)CCC3	24	1	70	102	101	-2	87	-20	-3
COc1ccc(CCNC(=O)CN2CCN(Cc3ccc(F)cc3)C2=O)cc1OC	-6	1	111	108	106	1	99	-5	1
Cc1ccc(CCNC(=O)c2ccc(CS(=O)(=O)Cc3ccccc3F)o2)cc1	8	0.2	107	99	82	75*	72	11	-3
N#Cc1cccc(NC(=O)CSc2ccc3c4c(cccc24)C(=O)c2ccccc2-3)c1	·	0.7	·	·	·	30	·	-2	62
CCN(CC)c1nc2cc(OC)ccc2cc1C#N	13	0.9	100	94	90	5	65	·	·
C=CCn1c(COc2ccccc2F)nnc1SCC(=O)NC(=O)NCc1ccco1	67*[fluorescence artefact?]	0.8	98[fluorescence artefact?]	91	93	24	88	-10	4
CCOC(=O)c1c(NC(=O)CSc2nnc(-c3ccc(OC)cc3)o2)sc2c1CCC2	35	·	116[fluorescence artefact?]	100	99	·	58	·	·
